pPAFAH inh = inhibitors of human plasma PAF acetylhydrolase (pPAFAH); Q13093; recombinant pPAFAH, FP-rhodamine probe fluorescence polarization; inhibition, % at 3.39 µM; 330,000 compounds, 1.5% hits;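 active = inhibition above the mean inhibition across the screen plus 3 SD, cut at about 25% in these data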;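 note: inhibitors block binding of the rhodamine activity-based probe so polarization drops; 0% = enzyme with DMSO and 100% = wells lacking pPAFAH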
PAD4 FP inh = PAD4 (human) enzyme inhibition; Q9UM07; recombinant PAD4, RCA probe fluorescence polarization; inhibition, % at 6.36 µM; 330,000 compounds, 0.41% hits;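 active = percent inhibition above a cutoff equal to the mean of all tested compounds plus 3 SD, cut at about 15% in these data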;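 note: 0% = PAD4 with RCA probe and DMSO and 100% = probe without PAD4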
PREPL inh = human PREPL enzyme inhibition; recombinant PREPL, fluorescence polarization activity-based probe; inhibition, % at 5.96 µM; 320,000 compounds, 0.68% hits; in the data active = inhibition above about 43%;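 note: 0% = enzyme with DMSO and 100% = wells lacking enzyme; many of its hits are not listed in these tables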
LYPLA1 counter = blocks human lysophospholipase 1, a PME1 counter-screen; O75608; inhibition, % at 5.9 µM; AID 2174; recombinant LYPLA1, FP-Rh probe fluorescence polarization; 320,000 compounds, 0.16% hits;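 active = inhibition above the mean of all tested compounds plus 3 SD, set per campaign, cut at about 14% in these data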;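 note: inhibitors block serine hydrolase probe labeling of LYPLA1 so polarization falls; 0% = enzyme with DMSO and 100% = wells lacking LYPLA1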
Target sequence (O75608 whole entry, looked up): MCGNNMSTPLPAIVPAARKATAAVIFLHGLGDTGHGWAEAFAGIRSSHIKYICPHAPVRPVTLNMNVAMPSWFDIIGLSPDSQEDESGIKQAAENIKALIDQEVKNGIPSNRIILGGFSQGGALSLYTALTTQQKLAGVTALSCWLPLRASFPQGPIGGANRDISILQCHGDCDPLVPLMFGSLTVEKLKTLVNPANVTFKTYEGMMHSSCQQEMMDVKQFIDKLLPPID
PAFAH1B3 FP inh = blocks human PAF acetylhydrolase 1B catalytic subunit 3; recombinant PAFAH1B3, FP-rhodamine probe, fluorescence polarization; 340,000 compounds, 0.28% hits; inhibition, % at 3.39 µM; Q15102;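 active = inhibition above the screen-wide average of all tested compounds plus 3 SD, cut at about 25% in these data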;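 note: 0% = enzyme with DMSO only and 100% = wells lacking PAFAH1B3 protein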
GSTO1 inh = counter-screen for RBBP9 inhibitors: inhibitors of human GSTO1 | P78417 | recombinant GSTO1, activity-based probe fluorescence polarization | inhibition, % at 5.96 µM | 300,000 compounds, 1.1% hits;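 active = inhibition above the campaign mean inhibition plus 3 SD, cut at about 35% in these data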;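 note: 0% = GSTO1-1 with DMSO and 100% = wells lacking GSTO1-1 enzyme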
Target sequence (P78417 whole entry, looked up): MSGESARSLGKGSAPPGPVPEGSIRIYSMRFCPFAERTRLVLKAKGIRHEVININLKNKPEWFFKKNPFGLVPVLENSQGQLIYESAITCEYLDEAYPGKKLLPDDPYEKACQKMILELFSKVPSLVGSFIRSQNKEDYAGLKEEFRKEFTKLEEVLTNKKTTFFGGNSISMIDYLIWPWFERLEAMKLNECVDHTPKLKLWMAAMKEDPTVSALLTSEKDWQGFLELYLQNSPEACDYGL
PAFAH2 inh = PAFAH2 (human) inhibition; Q99487; recombinant PAFAH2, FP-rhodamine activity probe, fluorescence polarization; inhibition, % at 3.39 µM; 340,000 compounds, 0.99% hits; AID 492956;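 active = inhibition above the mean over all tested compounds plus 3 SD, cut at about 30% in these data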;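 note: inhibitors block probe labeling of enzyme so polarization drops; 0% = enzyme with DMSO and 100% = wells lacking PAFAH2 protein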
LYPLA2 inh = counter-screen for PME1 inhibitors: inhibitors of human LYPLA2. O95372. recombinant LYPLA2, FP-Rh probe fluorescence polarization. inhibition, % at 5.9 µM. 320,000 compounds, 0.38% hits. AID 2177;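 active = inhibition above the screen-wide mean plus 3 SD, limit set per campaign, cut at about 26% in these data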;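 note: 0% = LYPLA2 with DMSO and 100% = wells lacking LYPLA2 enzyme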
Target sequence (O95372 whole entry, looked up): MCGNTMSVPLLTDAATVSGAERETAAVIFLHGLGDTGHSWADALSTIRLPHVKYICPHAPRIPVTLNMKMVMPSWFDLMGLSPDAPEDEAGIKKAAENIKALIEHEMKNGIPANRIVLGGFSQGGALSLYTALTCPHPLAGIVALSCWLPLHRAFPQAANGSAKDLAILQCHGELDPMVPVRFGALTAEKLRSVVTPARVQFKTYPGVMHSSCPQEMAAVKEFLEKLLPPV
PAFAH1B2 FP inh = PAFAH1B2 (human) inhibition | recombinant PAFAH1B2, FP-rhodamine activity probe, fluorescence polarization | inhibition, % at 3.39 µM | 340,000 compounds, 1.2% hits;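 active = inhibition above the mean of all tested compounds plus 3 SD, cut at about 24% in these data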;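 note: 0% = enzyme with DMSO and 100% = wells lacking PAFAH1B2; many of its hits are not listed in these tables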
Target sequence (P68402 whole entry, looked up): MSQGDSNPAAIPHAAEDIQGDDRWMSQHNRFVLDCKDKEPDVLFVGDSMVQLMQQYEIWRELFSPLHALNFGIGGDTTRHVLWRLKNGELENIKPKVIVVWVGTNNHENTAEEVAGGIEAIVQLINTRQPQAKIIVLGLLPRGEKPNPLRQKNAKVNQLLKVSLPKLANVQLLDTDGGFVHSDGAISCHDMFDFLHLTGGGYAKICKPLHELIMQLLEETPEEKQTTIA
An asterisk follows results filed as active; . = no result given.

SMILES	pPAFAH inh	PAD4 FP inh	PREPL inh	LYPLA1 counter	PAFAH1B3 FP inh	GSTO1 inh	PAFAH2 inh	LYPLA2 inh	PAFAH1B2 FP inh
Cc1ccc(S(=O)(=O)N2CCCCC2)cc1NC(=O)CNC(C)c1ccc(Cl)c(Cl)c1 (centres undefined)	18.0	3.9	22.1	-5.2	2.9	.	-3.6	-6.3	4.0
CC(Oc1ccccc1Cl)C(=O)N1CCCN(C)CC1 (centres undefined)	0.9	-2.3	12.1	0.2	5.1	-2.9	0.7	-1.1	3.7
CCOC(=O)c1cc(C(=O)Nc2ccc(S(=O)(=O)Nc3ccc(OC)cc3)cc2)nn1C	2.9	0.0	-6.8	-15.6	1.4	-3.9	-9.4	-24.9	-4.0
O=C(CCCNC(=O)/C(=C/c1ccc(F)cc1)NC(=O)c1ccccc1)OCc1ccccc1	4.5	-2.6	-2.1	-4.1	4.3	1.9	0.3	1.7	8.7
CCC(C)NC(=O)C1CCC(CNS(=O)(=O)c2ccc3c(c2)N(C(C)=O)CCO3)CC1 (centres undefined)	6.4	-0.2	-1.5	1.1	6.0	1.2	1.0	-0.1	4.5
CCCc1nnc(NC(=O)CCC(=O)N2CCN(c3ccccc3)CC2)s1	5.5	2.9	29.6	-2.6	6.2	2.6	-1.8	8.6	-1.4
CCCCNC(=O)C1CCCN1C(=O)Nc1cccc(OC)c1 (centres undefined)	4.6	3.0	7.2	1.0	12.3	-1.3	-0.1	4.0	-5.5
CC1=CCC(C(=O)O)(C(=O)N/N=C/c2cccs2)C(c2ccc([N+](=O)[O-])cc2)C1 (centres undefined)	12.4	-0.8	2.2	-0.4	1.2	-6.0	1.8	5.4	-0.9
COc1cc(OC)cc(C(=O)NCC(=O)OCc2cc(=O)oc3cc(OC)ccc23)c1	-2.0	4.3	11.9	-1.7	-3.0	10.3	-3.2	1.0	-1.4
CCCc1ccc(OCCNC(C)=O)cc1	3.1	1.5	5.9	1.4	-11.9	-9.0	-3.6	3.3	5.0
Cc1ccc(C)c(-n2cc(CNC(C)Cn3cncn3)c(-c3ccccc3)n2)c1 (centres undefined)	0.9	5.8	2.0	-3.6	6.2	6.1	10.7	-0.3	9.6
CC(C)Oc1cccc(C(=O)Nc2ccc(NC(=O)c3ccco3)cc2)c1	-4.2	0.8	-10.9	-3.7	-1.7	-8.4	-5.1	-7.9	-3.6
O=C1NC(=O)c2cc3ccccc3cc21	-2.7	3.8	2.4	2.2	5.6	.	5.8	0.0	5.0
Cc1ccc(C(=O)NCC(=O)OCC(=O)Nc2cccc(S(=O)(=O)N3CCCC3)c2)cc1C	11.0	-1.8	15.8	-1.0	0.8	4.9	12.6	6.0	6.7
CC(C)Oc1ccc(C2NC(=O)NC2=O)cc1 (centres undefined)	2.1	1.9	6.5	-0.8	-1.8	3.7	0.8	-6.8	1.6
CCCNC(=O)C1CN(C(=O)c2nn(Cc3ccccc3)c(=O)c3ccccc23)c2ccccc2O1 (centres undefined)	-1.1	-11.0	9.7	1.1	0.2	.	1.1	-0.2	1.5
CC(C)CC(C)NC(=O)c1ccc(C(F)(F)F)cc1 (centres undefined)	1.4	0.6	4.5	-1.2	2.4	-9.3	-5.8	1.5	-2.4
CCC(=O)Nc1cccc(-c2nc3ccccc3o2)c1	1.6	-8.6	-5.1	-1.7	-0.5	-0.8	-1.2	-3.0	7.0
CCN(CC)S(=O)(=O)c1ccc(N2CCOCC2)c(NC(=O)Cc2ccc(Cl)cc2)c1	8.2	-1.5	18.1	4.8	0.2	1.2	11.8	5.0	-1.8
COc1ccc(C)cc1-n1nnnc1SCc1cc(=O)n2cc(C)ccc2n1	-1.6	-4.6	2.6	-2.6	12.3	-3.2	-5.5	-0.7	3.0
COc1ccccc1Nc1nc(Cl)c(C=O)s1	2.4	-3.1	12.8	2.3	2.0	47.0*	2.1	2.7	-0.1
CN(Cc1cccs1)C(=O)Cc1csc(-c2ccccc2)n1	7.9	-7.5	0.9	0.5	2.4	-0.6	-1.7	-0.9	-1.8
CC(OC(=O)Cn1cnc2c1c(=O)n(C)c(=O)n2C)C(=O)c1ccccc1 (centres undefined)	2.6	-6.2	-8.3	-2.5	9.0	0.6	1.2	-1.2	-4.1
CC1CCN(Cc2ccc(-c3nn[nH]n3)cc2)CC1	3.7	1.1	4.2	-0.3	2.0	-0.1	-8.1	1.5	-1.0
CCOC(=O)c1[nH]c(C)c(/C(O)=C2\C(=O)C(=O)N(CCN3CCOCC3)C2c2cccs2)c1C (centres undefined)	-1.0	-2.8	-6.7	-0.3	-6.4	-3.8	-7.6	7.1	2.9
COc1cccc(-c2nnc3sc(-c4ccc(C)cc4)nn23)c1	-4.7	-5.6	5.8	0.6	.	-8.6	.	-3.1	.
O=C(N/N=C/c1ccccc1F)c1cc2c(ccc3ccccc32)o1	-4.0	-4.6	-4.7	-3.1	-2.7	0.6	2.8	-5.3	-0.4
C=CCOc1cccc(/C=N/NC(=O)CN2CCCCC2)c1	-1.6	2.6	1.0	1.5	5.5	1.1	6.9	4.7	-1.6
COc1ccc(NC(=O)NC2CC3CCCC(C2)N3Cc2ccccc2)cc1 (centres undefined)	-2.0	2.1	16.9	-0.7	0.6	-5.1	-3.8	1.8	-0.2
Cc1ccc(C(c2nnnn2CC2CCCO2)N2CCN(Cc3ccccc3)CC2)cc1 (centres undefined)	1.2	-9.5	-1.8	1.4	8.2	-3.9	4.7	3.2	4.0
CC(NC(=O)NC1CCCCC1)c1ccc2c(c1)OCO2 (centres undefined)	3.7	-0.1	7.5	-1.1	8.7	3.4	1.1	-0.7	11.7
CC(=O)Nc1ccc(S(=O)(=O)N2CCN=C2SCc2cccc(C)c2)cc1	4.5	1.6	-5.4	-6.0	-3.1	3.8	7.2	3.5	9.4
O=C1c2cccc3c([N+](=O)[O-])c(O)cc(c23)C(=O)N1Nc1ccccc1	8.1	-12.1	21.9	1.9	-2.1	13.6	4.4	7.2	3.5
CC(C)(C)n1nnnc1C(c1ccncc1)N1CCN(C2CCCCC2)CC1 (centres undefined)	-2.3	3.2	1.2	-1.9	-1.9	5.8	-4.8	4.3	1.2
O=c1c2[nH]c3ccccc3c2ncn1CCCn1ccnc1	-2.1	-3.2	13.6	0.5	1.1	-4.2	3.3	7.4	-0.3
CC(NC(=O)C1CCC(=O)N1Cc1ccc(F)cc1)c1ccc2c(c1)OCCO2 (centres undefined)	-1.7	-3.8	0.1	0.3	-8.0	-0.6	1.4	0.5	-2.3
Cc1ccc(S(=O)(=O)c2c(C)c(C)c(C)[nH]c2=O)cc1	4.3	0.0	0.8	-4.6	-2.8	5.4	8.9	1.1	-3.7
CC(Oc1ccc(F)cc1)C(=O)/C=C\N(C)C (centres undefined)	6.1	2.2	-3.3	-2.4	-4.2	-11.6	-0.4	-3.8	0.7
O=C(O)C1C2CCC(O2)C1C(=O)NCc1ccncc1 (centres undefined)	-0.4	-4.3	7.9	2.9	-8.4	0.0	2.6	-1.8	1.2
CC(C)N1CCC(N2CCN(Cc3cccc4nonc34)CC2CCO)CC1 (centres undefined)	-0.5	2.5	-1.3	1.3	6.7	5.2	5.0	-4.0	4.7
COC(=O)c1ccc2[nH]cc(CCO)c2c1	-3.2	4.4	5.6	-0.1	0.1	4.2	5.9	3.4	0.3
O=C(CSc1ccc2nnc(-c3cccc(F)c3)n2n1)NCc1ccco1	12.7	2.4	-5.7	-3.0	7.1	-1.0	10.4	-3.8	-1.4
C=CCNCCCCOc1c(Cl)cc(C)cc1Br	4.8	-0.8	-50.2	1.5	8.0	-4.6	12.0	6.9	0.1
C[C@H]1CN([C@@H](C)CO)C(=O)Cc2cc(NC(=O)CCC(F)(F)F)ccc2O[C@H]1CN(C)Cc1ccc(-c2ccccc2)cc1	1.2	-0.9	39.8	.	3.6	.	-2.2	.	1.8
COC(=O)c1ccc2ncccc2c1	0.2	4.3	15.7	3.6	2.8	-2.6	-1.1	11.1	3.3
NS(=O)(=O)c1ccc(CCNC(=O)COC(=O)C2COc3ccccc3O2)cc1 (centres undefined)	2.3	4.3	2.8	.	13.5	.	8.3	.	7.2
CCOc1ccc(/C(O)=C2/C(=O)C(=O)N(CC3CCCO3)C2c2ccco2)cc1 (centres undefined)	5.0	-4.4	-4.0	-0.7	5.5	-5.1	-1.1	-3.5	3.0
CN(CCCNC(=O)c1cccn2c(=O)c3ccccc3nc12)Cc1ccccc1	-3.4	-0.8	13.1	-0.3	1.7	-0.1	-0.4	-1.8	-1.2
CC(=O)Nc1ccc(S(=O)(=O)Nc2ccccc2N2CCOCC2)cc1	-10.3	-1.5	14.7	-1.0	-4.6	.	-3.8	-3.0	2.5
NC(=O)C1CCN(C(=O)c2cccc(S(=O)(=O)N3CCc4ccccc4C3)c2)CC1	2.3	0.9	-0.5	4.1	3.4	-0.5	2.5	6.0	8.8
Cc1ccc(N2CN=c3s/c(=C\c4cccnc4)c(=O)n3C2)cc1	0.2	-2.1	9.2	1.4	3.9	2.9	-4.2	4.0	14.6
COc1ccc(C)cc1NC(=O)C(Sc1nnc(-c2ccncc2)n1-c1ccc(Cl)cc1)c1ccccc1 (centres undefined)	4.0	1.9	2.0	-3.9	0.0	4.6	-1.0	-6.4	5.3
Cc1ccc(NC(=O)[C@H](NC(=O)[C@@H]2Cc3ccccc3CN2)c2ccccc2)c(C)c1	-0.7	-2.3	7.4	-1.1	6.3	6.1	-0.3	4.2	-1.8
CCOC(=O)N1CCN(S(=O)(=O)c2ccc(C(=O)N(CCCN(C)C)c3nc4c(F)cc(F)cc4s3)cc2)CC1	-2.2	-1.9	18.6	-2.8	13.2	12.1	3.0	-2.6	8.5
COc1cccc(NC(=O)c2ccc(S(=O)(=O)N(C)C)cc2)c1	-5.9	1.8	1.5	-5.8	6.6	1.7	-7.5	-1.6	-1.0
COc1ccc(Cn2c(-c3ccc(Br)cc3)c[n+]3ccccc23)cc1	6.5	3.2	-2.4	-3.1	3.7	0.2	-4.2	1.6	-2.9
CCOC(=O)Cc1csc(NS(=O)(=O)c2ccc(OC)cc2)n1	-3.2	-4.7	18.3	2.7	4.3	-1.9	0.2	-3.3	10.1
COc1cc(C(=O)N2CCN(Cc3ccccc3C(F)(F)F)CC2)cc(OC)c1OC	1.1	1.1	10.1	-2.8	-7.9	0.2	-2.0	4.2	-4.2
O=C(N/N=C/CCc1ccccc1)C1CCCCC1	4.7	-1.6	9.8	-0.2	5.0	-0.2	0.9	0.8	7.2
CC(=O)c1cccc(NC(=O)NC(C)C2CCCO2)c1 (centres undefined)	-0.8	-0.1	-11.6	-2.5	-6.8	-2.9	-2.0	-0.8	-5.1

Reformatted field by field: entries from further up.
NC(=O)C1CCN(C(=O)c2cccc(S(=O)(=O)N3CCc4ccccc4C3)c2)CC1
  pPAFAH inh: 2.3; PAD4 FP inh: 0.9; PREPL inh: -0.5; LYPLA1 counter: 4.1; PAFAH1B3 FP inh: 3.4; GSTO1 inh: -0.5; PAFAH2 inh: 2.5; LYPLA2 inh: 6.0; PAFAH1B2 FP inh: 8.8

Cc1ccc(N2CN=c3s/c(=C\c4cccnc4)c(=O)n3C2)cc1
  pPAFAH inh: 0.2; PAD4 FP inh: -2.1; PREPL inh: 9.2; LYPLA1 counter: 1.4; PAFAH1B3 FP inh: 3.9; GSTO1 inh: 2.9; PAFAH2 inh: -4.2; LYPLA2 inh: 4.0; PAFAH1B2 FP inh: 14.6

COc1ccc(C)cc1NC(=O)C(Sc1nnc(-c2ccncc2)n1-c1ccc(Cl)cc1)c1ccccc1 (centres undefined)
  pPAFAH inh: 4.0; PAD4 FP inh: 1.9; PREPL inh: 2.0; LYPLA1 counter: -3.9; PAFAH1B3 FP inh: 0.0; GSTO1 inh: 4.6; PAFAH2 inh: -1.0; LYPLA2 inh: -6.4; PAFAH1B2 FP inh: 5.3

Not all compounds are listed; the hit share may differ from the screen's.
